# Pf Dd2 inh – inhibitors of Plasmodium falciparum Dd2 growth. P. falciparum Dd2 growth, SYBR Green, 72 h. Potency, µM (doses to about 28.9 µM), without a hit: top-dose activity, negative = inhibition, hits mostly inhibitors. 120,000 tested, 4.3% active. AID 1347417; active = well fitted inhibition curve with a large enough effect; inconclusive = small, poorly fitted or top-dose-only effect; inactive = no such curve, though single readings can be large or run the other way;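 also: plate controls were DMSO vehicle for no effect and reference drug for full effect; nearly all actives have a fitted effect of over 65% in size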
#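 Infected erythrocytes (Dd2, 0.3% parasitemia, 2.5% hematocrit final) are added to compound in RPMI-1640/Albumax II medium, grown 72 h at 37C in low oxygen, then lysed with saponin/Triton-X containing SYBR Green and read by fluorescence.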
# * hit, by the source's call; i = inactive; u = inconclusive; [ ] = dose if it differs, or a comment. Potency is read from the fitted curve at half-maximal effect. An excerpt, so the mix of outcomes need not match the whole.
SMILES,Pf Dd2 inh
CCOc1ccc(CNC(=O)CSc2cc(=O)n(CC)c3ccccc23)cc1,i
c1ccc(-c2noc(-c3nc(-c4ccncc4)no3)n2)cc1,-15%
COc1ccccc1CNS(=O)(=O)c1ccc(F)c(C(=O)Nc2cc(Cl)ccc2OC)c1,-2%
Cc1ccc2c(c1)cc(C(=O)Nc1ccc(F)cc1F)n2C,-3%
N#Cc1ccc(CN2CCC3(CC2)CNC(=O)c2ccccc2O3)cc1,2%
O=C(CSc1nnc(-c2cccs2)o1)Nc1cccc(C(F)(F)F)c1,-7%
Cc1noc(C)c1CC(=O)N[C@@H]1CN(S(C)(=O)=O)C[C@H]1CN(C)C,44%
CN1CCN(Cc2ccc(Nc3ncc(-c4cncnc4)c4c3OCC4)cc2)CC1,u
CCn1cc(S(=O)(=O)NC2CCc3nn(CC4CC4)c(=O)n3CC2)cn1 (stereo not drawn),20%
CS(=O)(=O)N1CCOc2ccc(CCC(=O)NC3CCCc4ccccc43)cc2C1 (stereo not drawn),-2%
Cc1cc(C(=O)N2CCN(c3ccc(F)cc3)CC2)c2c(C)nn(-c3cccc(Cl)c3C)c2n1,25%
CCOc1ccc(C(=O)NCCc2csc(-c3cccc(C)c3)n2)cc1,i
Cc1ccc(OCc2nc(C3CCCCN3C(=O)CCc3ccccc3)no2)cc1 (stereo not drawn),u
c1ccc(C2=NOC3(CCCN(CC4CCCC4)C3)C2)cc1 (stereo not drawn),u
O=C1NCCCCCCN(C(=O)c2ccoc2)[C@H]2C[C@H](c3nc(Cc4ccccc4)no3)C[C@@H]12,u
COc1cc(CCC(=O)N2CCc3n[nH]c(=O)n3CC2)on1,i
CC(=O)NC1(C)CCN(Cc2cccc(-c3ccccc3)c2)C1 (stereo not drawn),u
COc1ccc(C(=O)N2CC[C@@H](CC(=O)O)[C@@H](CCN3CCCCC3)C2)cc1,-11%[44.1 µM]
O=C([C@@H]1Cc2nc[nH]c2CN1CC1CC1)N1CCCC1,12%[44.1 µM]
C#CCOc1ccc(C2CC(=O)Nc3c2c(C)nn3-c2nc(C)cc(C)n2)cc1 (stereo not drawn),-29%
COc1ccc(CNC(=O)CCCN2C(=O)CSc3c2c(C)nn3-c2ccccc2)cc1,22%
Cc1noc(C)c1Cc1ccc(C(=O)NC2CCc3nnc(C)n3CC2)o1 (stereo not drawn),2%
Cc1n[nH]c(C)c1CCC(=O)N[C@@H]1CN(S(C)(=O)=O)C[C@H]1CN(C)C,53%[activator]
CCc1ccccc1NC(=O)N1CCC(Oc2ncccc2C(=O)N2CCOCC2)C1 (stereo not drawn),17%

# 14 consecutive compounds out of the list so far:
SMILES,Pf Dd2 inh
Cc1cc(C(=O)N2CCN(c3ccc(F)cc3)CC2)c2c(C)nn(-c3cccc(Cl)c3C)c2n1,25%
CCOc1ccc(C(=O)NCCc2csc(-c3cccc(C)c3)n2)cc1,i
Cc1ccc(OCc2nc(C3CCCCN3C(=O)CCc3ccccc3)no2)cc1 (stereo not drawn),u
c1ccc(C2=NOC3(CCCN(CC4CCCC4)C3)C2)cc1 (stereo not drawn),u
O=C1NCCCCCCN(C(=O)c2ccoc2)[C@H]2C[C@H](c3nc(Cc4ccccc4)no3)C[C@@H]12,u
COc1cc(CCC(=O)N2CCc3n[nH]c(=O)n3CC2)on1,i
CC(=O)NC1(C)CCN(Cc2cccc(-c3ccccc3)c2)C1 (stereo not drawn),u
COc1ccc(C(=O)N2CC[C@@H](CC(=O)O)[C@@H](CCN3CCCCC3)C2)cc1,-11%[44.1 µM]
O=C([C@@H]1Cc2nc[nH]c2CN1CC1CC1)N1CCCC1,12%[44.1 µM]
C#CCOc1ccc(C2CC(=O)Nc3c2c(C)nn3-c2nc(C)cc(C)n2)cc1 (stereo not drawn),-29%
COc1ccc(CNC(=O)CCCN2C(=O)CSc3c2c(C)nn3-c2ccccc2)cc1,22%
Cc1noc(C)c1Cc1ccc(C(=O)NC2CCc3nnc(C)n3CC2)o1 (stereo not drawn),2%
Cc1n[nH]c(C)c1CCC(=O)N[C@@H]1CN(S(C)(=O)=O)C[C@H]1CN(C)C,53%[activator]
CCc1ccccc1NC(=O)N1CCC(Oc2ncccc2C(=O)N2CCOCC2)C1 (stereo not drawn),17%

# Further structures:
SMILES,Pf Dd2 inh
O=C(NCc1csc(-c2cnccn2)n1)[C@H]1CCC[C@H](O)C1,-11%
CCCCOCc1cc(CN2CCN(c3cccc(Cl)c3)CC2)c(O)c2ncccc12,1µM*
COCCOc1ccc2c(n1)CCN(C(=O)c1ccccc1OC)C2,-12%
Cc1ccccc1NC(=O)Cn1c(=O)n(CCC(=O)N2CCc3ccccc3C2)c(=O)c2ccccc21,i
COCCN1C(=O)[C@H]2CN(Cc3ccc(F)c(F)c3)C[C@H]2C1=O,-2%
O=C(CN(c1ccc(Cl)c(C(F)(F)F)c1)S(=O)(=O)c1ccccc1)Nc1cccnc1,u
CCN1CCN(c2ncc3c(n2)CCN(Cc2sccc2C)C3)CC1,u
O=C(NC1CCCC1)N1CCC2(CC1)CC(N(C(=O)c1ccccc1)C1CC1)CCO2 (stereo not drawn),i
Cc1ccc(NC(=O)CSc2nc3n[nH]c(C)c3c(=N)n2-c2ccccc2C)cc1C,8.9µM*
Cc1cc(C(=O)N2CCC3(CC2)CNC(=O)C3)cc(S(N)(=O)=O)c1C,-8%
O=C(NCCN1CCOCC1)C1CCC(=O)N(CCCc2ccccc2)C1 (stereo not drawn),-10%
CN(Cc1nccs1)c1ccc(-c2nc(-c3ccccc3F)no2)cn1,-23%
CC(C)(O)CCc1ccc(C(=O)NCCc2c[nH]c(=O)[nH]c2=O)cc1,-9%
CCCCOc1ccc(C2C(=O)N(C3CCCCC3)CC(=O)N2CCCC)cc1 (stereo not drawn),u
CC(C)CC(=O)N1C(C(=O)NCC2CCCO2)COC12CCCC(C)C2 (stereo not drawn),u
O=C(NCc1ccncc1)C1CN(C(=O)COc2ccccc2)CC12CCOCC2 (stereo not drawn),-12%
O=C(Cc1cccc(Cl)c1)NC1CCN(c2nc3ncccc3o2)CC1,-21%
CN(C)CCCNC(=O)CC1Sc2ncccc2N(C)C1=O (stereo not drawn),-13%
CC1(C(=O)NC2CCCCC2)Cc2ccccc2C(=O)N1Cc1ccc(Cl)cc1 (stereo not drawn),-13%
CCOC(=O)c1ccc(-n2c(CCC(=O)O)ccc2-c2ccccc2)cc1O,11%
COc1ccc(-c2cc(N3CCCN(C(=O)c4ccc(OC)cc4C)CC3)n[nH]2)cc1,-1%
O=[S+]1([O-])NC2(CCN(Cc3ccncc3)C2)CNc2ccccc21 (stereo not drawn),5%
Cc1ccc(-c2ncc(C(=O)Nc3ccc(F)cc3C)c(-c3ccncc3)n2)cc1,u
CN1[C@@H](CCC(=O)NCc2ccc(F)cc2)CNC(=O)[C@@H]2[C@H]1CCN2Cc1ccc(C(F)(F)F)cc1,u
CCOC(=O)c1cc(-c2ccccc2)n(CCCC(=O)Nc2cccc(Cl)c2C)c1C,u
Cn1ccnc1CN1C(=O)CO[C@H](c2ccc(NC(=O)CCc3ccccc3)cc2)[C@H]1CO,-21%
CC1(C)CC1(CNC1CCN(c2ccc(C(=O)NCCN3CCOCC3)cc2)CC1)c1ccccc1 (stereo not drawn),-21%
Cc1ccc(C2=NN(CC(=O)NCCN(CC(C)C)CC(C)C)C(=O)CC2)cc1,u
O=c1n(-c2ccc(F)cc2F)nc2n1CCN(Cc1ccccc1)C2,-18%
COC(=O)[C@H](Cc1ccc(OC)cc1)NC(=O)[C@@H]1CN(S(C)(=O)=O)CCN1C(C)=O,-15%
Cc1noc([C@@H]2CC(F)(F)CN2S(=O)(=O)c2ccccc2)n1,18%
COc1ccc(OCc2nc(C3CN(C(=O)C4(c5ccccc5)CC4)C3)no2)cc1,u
CCOC(=O)c1c(S(=O)(=O)N2CCCC(C(=O)Nc3ccccn3)C2)c(C)n(C)c1C (stereo not drawn),29%
O=C(c1ccoc1)N1CCC(c2noc(-c3ccncc3)n2)C1 (stereo not drawn),i[5.79 µM]
Cc1noc2c(NCc3ccncc3)cc(-c3ccc(Cl)cc3)nc12,u
Cc1ccc(CN2CCC(CNC(=O)Nc3ccc(C)c(C)c3)C2)cc1 (stereo not drawn),-5%
CN(C)C(=O)C1CN(C(=O)Nc2ccc(F)cc2F)CC12CCOCC2 (stereo not drawn),-1%
CCc1cnc(C)nc1N1CCOC(c2ccc(Cl)cc2)C1 (stereo not drawn),u
CCC(=O)N1CCc2cc(Br)cc(S(=O)(=O)Nc3ccc(C)cc3C)c21,-17%
Cc1cc(C)n(CC(=O)N[C@@H]2CN(Cc3ccccc3)C[C@H]2CN(C)C)n1,12%
Cn1cc(C(=O)NCc2nnc3n2C(C(=O)NC2CC2)CC3)cn1 (stereo not drawn),6%
CN1N=C(C(=O)N2CCCC(CCc3ccc(F)c(F)c3)C2)CCC1=O (stereo not drawn),1%
CCOCCCNC(=O)NCC1Cn2cccc2CN1Cc1ccccc1 (stereo not drawn),u
O=C(c1noc2c1CCCCC2)N1CCN(c2cccc(C(F)(F)F)c2)CC1,-14%
CCOc1ccc(NC(=O)c2oc3ccccc3c2NC(=O)c2cc(C)cc(C)c2)cc1,u
CCCc1ccc(S(=O)(=O)N2CCN(C3CCN(CCC(C)C)C3=O)CC2)cc1 (stereo not drawn),5.6µM*
CCCN1C(=O)CC[C@H]2CN(C(=O)c3ccc(F)c(OC)c3)CC[C@H]21,5%
Cc1ccc(CNC(=O)c2oc3c(c2C)-c2nn(Cc4ccc(Cl)cc4)cc2CC3)cc1,u
Cc1ccc(-c2ncc(C(=O)N3CCOC(CCN)C3)c(=O)[nH]2)cc1 (stereo not drawn),-2%
CCCNC(=O)N(C1CCOCC1)C1CCN(S(=O)(=O)c2cn(C)cn2)CC1,-1%
Cc1cc(OCC(=O)N2CCN(CCc3ccncc3)CC2)cc(C)c1Cl,u
O=[S+]([O-])(Nc1ccccc1)c1ccc2c(c1)OCCN(Cc1ccccn1)C2,i
CN1c2cc(C(=O)NC3CCN(Cc4ccccc4)CC3)ccc2C(=O)N2CCCCC21 (stereo not drawn),-15%
Cc1ccc(N2CC(C(=O)NCc3nnnn3-c3ccc(C)c(C)c3)CC2=O)cc1C (stereo not drawn),18%
O=C(O)c1cccc(C(=O)N2C[C@@H]3C[C@H](C2)c2ccc(NC(=O)C4CC4)c(=O)n2C3)c1,-1%[44.1 µM]
CCc1ccc(NC(=O)Cn2c(=O)c(-c3ccccc3NC(C)=O)nc3ccccc32)cc1,5%
COC(=O)c1cc2n(n1)CCN(C(=O)c1cc(-c3ccccc3O)n[nH]1)C2,-7%
COc1ccc(Br)cc1C(=O)Nc1nc2ccc(F)cc2s1,-5%
O=C(c1ccccc1F)N1CCn2c(nn(-c3ccc(F)cc3F)c2=O)C1,2%
Cc1ccc(NC(=O)c2nc(S(C)(=O)=O)ncc2N(Cc2ccco2)Cc2ccccc2F)c(C)c1,u

# Nothing new here: entries from further up.
SMILES,Pf Dd2 inh
O=C(O)c1cccc(C(=O)N2C[C@@H]3C[C@H](C2)c2ccc(NC(=O)C4CC4)c(=O)n2C3)c1,-1%[44.1 µM]
CCc1ccc(NC(=O)Cn2c(=O)c(-c3ccccc3NC(C)=O)nc3ccccc32)cc1,5%

# Further results:
SMILES,Pf Dd2 inh
CCc1ccc(CN2CCC(Oc3ccc(C(=O)NCCOC)cc3Cl)CC2)o1,u
CCNC(=O)CCc1c(C)nn(-c2cccc(C)c2)c1Oc1ccc(F)cc1F,i
CCn1cc(C(=O)NCCCN(CC(C)C)CC(C)C)c(=O)c2cc(S(=O)(=O)N3CCc4ccccc4C3)ccc21,2%
Cc1ccc(NC(=O)COc2ccc(-c3nnc4n3CCCC4)cc2)cc1F,u
CCCOc1ccc(CNC(=O)C(C)n2nc(C)n3c(cc4occc43)c2=O)cc1 (stereo not drawn),-22%
Cc1cccc(C)c1NC(=O)C1CCCN1S(=O)(=O)c1ccccc1 (stereo not drawn),29%
COc1ccc(CN2CCC3OCCN(Cc4ccccc4)C(=O)C3C2)cn1 (stereo not drawn),i
Cc1cc(OC(C)C(=O)N(Cc2ccco2)Cc2ccccc2F)cc(C)c1Cl (stereo not drawn),-12%
O=C(NCc1ccccc1)C1Cn2cccc2C(=O)N1Cc1cccnc1 (stereo not drawn),8%
O=C(Nc1c(C(=O)N2CCN(c3ccccc3F)CC2)oc2ccccc12)c1ccc(Br)o1,u
Cc1nc(-c2c3n(c(=O)n(Cc4ccc(Cl)cc4)c2=O)CCCC3)no1,u
O=C1CC(c2ccccc2)N(C(=O)C2CC2)CCCN(C(=O)COc2ccc(F)cc2)CCN1 (stereo not drawn),-13%
CN(C)S(=O)(=O)N1CCN(C(=O)Cn2nc3c(cc2=O)CCCC3)CC1,6%
COc1ccc2c(c1)C1(CCN(S(=O)(=O)c3ccc(Cl)cc3)C1)C(=O)N2C (stereo not drawn),i
Cc1ccc(C)c(OC(=O)CSc2nnc(-c3cccs3)o2)c1,u
C=CCNC(=O)N[C@H]1C[C@@H](C(=O)N[C@H](Cc2c[nH]c3ccccc23)C(N)=O)N(C(=O)C2CC2)C1,-2%
C=CCN(Cc1cccc(OC)c1)C(=O)c1ccccc1C#N,-12%
Cn1cc(-c2ccc(F)cc2)c2nc(CO)cn2c1=O,1%[44.1 µM]
COc1ccc(CN2Cc3cc(NC(=O)c4ccc(F)cc4F)ccc3OC(C)C2=O)c(OC)c1 (stereo not drawn),u
COCCNC(=O)[C@@H]1C[C@@H](O)CN1C1CCN(C(=O)COc2cccc(C)c2)CC1,-5%
O=C(NCc1ccccc1-n1cccn1)C1NCCc2[nH]cnc21 (stereo not drawn),10%
Cc1noc(C)c1CC(=O)N1CCCCCC1c1nnc(-c2ccccc2)o1 (stereo not drawn),-16%
CCOC(=O)c1cc(S(=O)(=O)N(C)c2ccccc2)[nH]n1,-19%
Cc1ccc(C(=O)NCC(=O)N2CCCCCCNC(=O)CC2c2ccccc2)s1 (stereo not drawn),12%
